mcGAS lum – mouse cGAS inhibition by luminescence; Q8C6L5; recombinant cGAS, Kinase-Glo ATP depletion luminescence; inhibition, % at 12.5 µM; 160,000 compounds, 0.15% hits;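 further: 0% = negative control wells and 100% = reference inhibitor with no enzyme activity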
hcGAS inh – human cGAS inhibition; Q8N884; recombinant h-cGAS, ATP depletion, Kinase-Glo luminescence; inhibition, % at 12.5 µM; 290,000 compounds, 0.081% hits; AID 1259398;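 further: 0% = vehicle reaction and 100% = reaction without DNA for no activity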
Target sequence (Q8N884 whole entry, looked up): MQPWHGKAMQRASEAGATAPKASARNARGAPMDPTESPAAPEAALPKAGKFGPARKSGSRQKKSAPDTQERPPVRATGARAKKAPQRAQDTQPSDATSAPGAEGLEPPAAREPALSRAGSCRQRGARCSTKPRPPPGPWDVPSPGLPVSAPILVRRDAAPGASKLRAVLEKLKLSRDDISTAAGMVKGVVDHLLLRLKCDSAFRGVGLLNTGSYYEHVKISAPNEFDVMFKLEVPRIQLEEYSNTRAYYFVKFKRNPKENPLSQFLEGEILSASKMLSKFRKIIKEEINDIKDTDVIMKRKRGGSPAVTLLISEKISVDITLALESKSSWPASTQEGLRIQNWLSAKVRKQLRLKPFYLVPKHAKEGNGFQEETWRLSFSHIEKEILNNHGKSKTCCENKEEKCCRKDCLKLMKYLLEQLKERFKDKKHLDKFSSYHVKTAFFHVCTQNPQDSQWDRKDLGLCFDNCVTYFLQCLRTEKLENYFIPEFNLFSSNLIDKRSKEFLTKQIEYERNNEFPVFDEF
NPYLR7 ag – mosquito NPYLR7 agonism. AID 1259423. 270,000 compounds, 0.15% hits. HEK293T NPYLR7/Galpha15, GCaMP6s calcium fluorescence. activation, % at 10 µM; in the data active means activation above about 40%;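 further: 0% = vehicle and 100% = reference agonist at the receptor; some compounds past the cut are filed as inactive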
An asterisk follows results filed as active; nt = no result given; & = joins results of further samples. Unless noted, no stated cut-off is given here; in the data, active means inhibition above about 40%; inactive means the rest. An unsorted share of the library, and some 0.29% of all compounds hit somewhere here.

no.	Structure	mcGAS lum	hcGAS inh	NPYLR7 ag
1	COC(=O)C(c1ccc(OC)cc1)C1C=CC(NC(=O)c2ccc(F)c(C(F)(F)F)c2)C1 (stereo unspecified)	-4	-3	-1
2	O=C(NC1CSc2c1nc1ccccc1c2C(=O)O)c1ccccc1 (stereo unspecified)	nt	41*	2
3	CC(=O)Nc1cc(C)c(C)cc1-c1csc(N)n1	nt	-2	1
4	COc1cccc(C=C2N=C(c3cccc(OC(F)F)c3)OC2=O)c1OC	-9	-5	8
5	CCOC(=O)NC(=O)COC(=O)C1(Cc2ccccc2)CCCCC1	nt	-3	2
6	CCn1cc(SCC(=O)Nc2ccccc2)c2ccccc21	nt	-10	-4
7	N#CCc1c(C#N)c(N)nc(N2CCc3ccccc3C2)c1C#N	nt	-9	10
8	O=C(Nc1cccnc1)c1ccc(CN2CCCN(c3ncccn3)CC2)cc1	-10	-6	nt

Overlap with the part before: two entries, then new ones.
no.	Structure	mcGAS lum	hcGAS inh	NPYLR7 ag
7	N#CCc1c(C#N)c(N)nc(N2CCc3ccccc3C2)c1C#N	nt	-9	10
8	O=C(Nc1cccnc1)c1ccc(CN2CCCN(c3ncccn3)CC2)cc1	-10	-6	nt
9	COC(=O)[C@@H]1CCCN1Cc1nc(-c2ccc(OC)c(OC)c2)oc1C	nt	-4	4
10	Cc1nc(N2CCN(C(=O)c3ccccc3Cl)CC2)cc(-n2ccnc2)n1	-7	-4	-15
11	CCOC(=O)C1=C(O)/C(=C\c2ccc(OC)c(OC)c2OC)SC1=Nc1ccc(OC)cc1OC	-5	-4	-8
12	c1n[nH]c2c1CCCC2	-4	-6	-5
13	COc1ccc(CN2CCN(Cc3cnc(SC)nc3)CC2CCO)cc1C (stereo unspecified)	nt	-7	-6
14	O=C1NCC2(CCCN(C(=O)c3cnn(Cc4ccccc4)c3)C2)O1 (stereo unspecified)	nt	-3	12
15	CCOC(=O)c1c(NC(=O)c2ccc(Cl)cc2Cl)sc(C(=O)Nc2ccc(OC)cc2)c1C	nt	-6	-7
16	COC(=O)c1nnn(-c2ccc(Cl)cc2)c1C(=O)OC	-7	-12	10
17	NCCCN1CCOC(c2ccccc2)C1 (stereo unspecified)	nt	-10	-4
18	CNS(=O)(=O)c1ccc(CCC(=O)N2CCC3(CCCNC3)C2)cc1 (stereo unspecified)	-12	-5	17
19	NC(=O)Cc1csc(Nc2ccc(OC(F)(F)F)cc2)n1	nt	-9	12
20	CCOc1ccc(/C=C2/C(=O)N(c3ccccc3)N=C2C)c(OCC)c1	-7	-4	2
21	O=C(NCc1ccncc1)C1COC2(CCCCC2)N1C(=O)c1cc(F)cc(F)c1 (stereo unspecified)	-3	-1	-1
22	O=C(Nc1cccc(Cl)c1)C(C1CCCC1)N1CCN(C(=O)c2ccc(Cl)cc2Cl)CC1 (stereo unspecified)	-4	-1	-3
23	Cc1cc(C(=O)CSc2nnc(C3CC3)n2C)c(C)n1C1CC1	nt	-4	-2
24	O=C(NCCCn1ncc2ccccc21)c1n[nH]c2c1CCC2	-17	-2	-2
25	C=CCn1c(C)cc(C(=O)CSc2nnc(COc3ccc(F)cc3)o2)c1C	nt	-6	4
26	Clc1ccc(-n2cnc3ccccc32)nc1	nt	-5	1
27	O=C(CNc1ccccc1Cl)NCc1cn2cc(Cl)ccc2n1	nt	-9	4
28	Cc1c(C(=O)NCc2ccco2)c(C2CC2)nn1-c1ccc(Cl)c(Cl)c1	-3	-1	-4
29	CCCNC(=O)CN(C)Cn1nc(-c2ccc(Cl)cc2)oc1=S	nt	5	-2
30	Cc1nc(C)c(C(C)NS(=O)(=O)c2c(C)c(C)c(C)c(C)c2C)s1 (stereo unspecified)	-11	-4	-1
31	O=[N+]([O-])c1cccc(S(=O)(=O)N2CCN(c3nnnn3-c3ccccc3)CC2)c1	nt	-4	3
32	Cc1ccc(-c2ccc(/C=N/n3cnnc3)o2)c(Br)c1	1	1	-6
33	O=C(NC(c1ccc(Cl)cc1)c1cnccn1)C1CCN(CCN2C(=O)c3ccccc3C2=O)CC1 (stereo unspecified)	-5	-3	10
34	CC1(C)CCC[C@@]2(C)C1[C@@H](O)C[C@]1(C)C2CC[C@@H]2[C@@]3(C)CC[C@H](C(C)(C)O)[C@@H]3CC[C@@]21C (stereo partly specified)	1	1	-8
35	C=CCn1c(=S)[nH]c2cc3ccccc3cc2c1=O	nt	5	-12
36	Cc1ccccc1Oc1ncccc1CNC(=O)C(C)N1CCCC1 (stereo unspecified)	-23	-5	0
37	O=C(O)c1ccccc1/C=N\Nc1nc(N2CCOCC2)nc(N2CCOCC2)n1	-6	-2	4
38	CCOc1ccccc1NC(=O)N1CCN(c2nc(-c3ccc(C)cc3)nc(C)c2C(C)C)CC1	-7	-9	-5
39	CCCCCN(Cc1cccn1Cc1cccc(C)c1)C(=O)c1ccc(C)c([N+](=O)[O-])c1	-5	-3	15
40	CC(C)c1ccc(NC2CCCN(C(=O)c3ccco3)C2)cc1 (stereo unspecified)	-4	-9	-5
41	CCNC(=O)C1(C)CCCN(Cc2ccc(-n3ccnc3)cc2)C1 (stereo unspecified)	nt	-15	1
42	Cc1ccc2nc(-c3ccc(NC(=O)c4cc(Br)ccc4Cl)cc3)oc2c1	-7	-4	10
43	CC1Cc2ccccc2N1S(=O)(=O)c1cccc2nsnc12 (stereo unspecified)	nt	-5	-1
44	CCOC(=O)N1CCN(Cc2cc(=O)oc3c(C)c(C)cc(C)c23)CC1	-3	-5	-9
45	COc1cc(-c2nnc(-c3cc(OC)c(OC)c(OC)c3)o2)cc(OC)c1OC	nt	-8	9
46	O=C(c1cc(-c2ccco2)[nH]n1)N1CCC(C(O)(c2ccccc2)c2ccccc2)CC1	-3	-5	-5
47	CC(C)c1ccc(N2C(=O)CSC2c2cccc(NC(=O)c3cccc(F)c3)c2)cc1 (stereo unspecified)	-3	-3	10
48	COc1ccc(OC)c(-c2cn(S(=O)(=O)c3ccccc3)nc2N)c1	nt	-7	14
49	CC(C)(C)C1c2[nH]c3ccccc3c2CCN1Cc1ccn[nH]1 (stereo unspecified)	nt	-1	10
50	CC(=O)Nc1cnc(-c2ccc3[nH]ccc3c2)cn1	nt	2	2
51	Cc1cc(C)nc(Sc2ccccc2)n1	nt	-1	9
52	O=C1CC2(CCN(C(=O)CCc3ccc(F)cc3F)CC2)CN1	-9	-2	14
53	CC(C)N1CCN(C2CCN(c3ccc4c(c3)OCO4)CC2)CC1CCO (stereo unspecified)	nt	-3	3
54	CC1CCCCN1Cc1nc2c(c(=O)n(C)c(=O)n2C)n1CCN1CCOCC1 (stereo unspecified)	-8	-7	0
55	c1ccc(-c2csc3nc(-c4cccnc4)nc(N4CCCC4)c23)cc1	-4	-1	5
56	CC(C)Nc1ncc(CN2CCCC(C(=O)c3ccc4ccccc4c3)C2)cn1 (stereo unspecified)	nt	-7	3
57	CNC(=S)NNc1c(Cl)cc(Cl)cc1Cl	nt	-1	3
58	CN1CCN(c2nc(-c3ccccc3)c3cc(Br)ccc3n2)CC1	-6	-6	-4
59	CC(NC(=O)C(C)(C)N)c1ccc(-c2ccccc2)cc1 (stereo unspecified)	-16	-6	10
60	C=CCN(Cc1csc(COc2cc(C)cc(C)c2C)n1)C(=O)c1cccs1	-1	3	-2
61	CC1C=CCC2C(=O)N(c3ccc(Oc4ccc(C#N)cc4)cc3)C(=O)C12 (stereo unspecified)	-4	-3	-6
62	Cc1cccc(C)c1NC(=O)c1cccc(NC(=O)c2ccncc2F)c1	-6	-1	13
63	N#CCSc1nnc2[nH]c(=O)c3c(n12)CCCC3	-8	-6	-3
64	Cc1noc(-c2cccs2)c1C(=O)NCc1ccsc1	-7	-4	3

Whole records, looked up by structure. Screens in order: mcGAS lum | hcGAS inh | NPYLR7 ag
COC(=O)C(c1ccc(OC)cc1)C1C=CC(NC(=O)c2ccc(F)c(C(F)(F)F)c2)C1 (stereo unspecified) is entered as -4 | -3 | -1
CCCCCN(Cc1cccn1Cc1cccc(C)c1)C(=O)c1ccc(C)c([N+](=O)[O-])c1 is entered as -5 | -3 | 15
CCOC(=O)NC(=O)COC(=O)C1(Cc2ccccc2)CCCCC1 is entered as nt | -3 | 2
CC1(C)CCC[C@@]2(C)C1[C@@H](O)C[C@]1(C)C2CC[C@@H]2[C@@]3(C)CC[C@H](C(C)(C)O)[C@@H]3CC[C@@]21C (stereo partly specified) is entered as 1 | 1 | -8
COc1ccc(CN2CCN(Cc3cnc(SC)nc3)CC2CCO)cc1C (stereo unspecified) is entered as nt | -7 | -6

Remaining list, next part
no.	Structure	mcGAS lum	hcGAS inh	NPYLR7 ag
65	NS(=O)(=O)c1ccc(NC(=O)CSc2nc3ccccc3s2)cc1	nt	-2	2
66	CCOc1cccc2sc(N(CCn3nc(C)cc3C)C(=O)C3CC3)nc12	-13	-4	-13
67	COc1cc(OC)cc(-c2onc(C)c2C(=O)NCCc2cccs2)c1	-1	1	-1
68	Cc1ccc(NCc2c(Cl)nc(Cl)n2C)cc1	nt	-5	-2
69	Cc1ccc(Cc2nc(N3CCN(C(=O)C(Cl)c4ccccc4)CC3)c3cnn(-c4ccccc4)c3n2)cc1 (stereo unspecified)	-2	1	-18
70	COc1ccc(CN2CCNC(=O)C2CC(=O)NCc2cccc(Cl)c2)c(F)c1 (stereo unspecified)	nt	-2&-4	4
71	CCOC(=O)N(C)c1c(CC)nc2c(OCc3cc(Cl)cc(Cl)c3)cccn12	-4	-6	10
72	O=C1CC(c2ccccc2O)Cc2nc(N3CCN(c4ccccc4)CC3)ncc21 (stereo unspecified)	nt	-9	2
73	COc1cccc(/C=C2N=C(/C=C/c3ccc(Cl)cc3)OC/2=O)c1	-1	-2	-8
74	O=c1[nH]c2cc(Cl)c(Cl)cc2[nH]c1=O	-2&1	-4&0	-5
75	COc1ccc(OC)c2c1CN(c1ncccc1C#N)CC2O (stereo unspecified)	-2	2	10
76	CCCN(CCC(=O)NCc1ccccc1)c1nc(-c2ccccc2)nc2cc(Cl)ccc12	-10	-3	18
77	Cc1cc(Oc2ccccc2C)nc(SCc2ccc(F)c(F)c2)n1	-7	-7	24
78	C=CCN(CC=C)C(=O)c1cc(-c2ccc(Cl)s2)nc2ccccc12	-8	-6	2
79	CC1(C)CN(C(=O)C2CCC2)C2(S1)C(=O)N(Cc1ccccc1Cl)c1ccccc12 (stereo unspecified)	-3	-4	3
80	COCc1cc(NC2COC3(CCCC3)C2)ncn1 (stereo unspecified)	-8	-17	nt
81	Cc1cc(CS(=O)Cc2c(F)cccc2Cl)no1 (stereo unspecified)	nt	-7	4
82	Cn1ccc2c(C(=O)OC3CCS(=O)(=O)C3)cccc21 (stereo unspecified)	-15	-6	-2
83	COc1ccc2oc(-c3ccc(NC(=O)c4cc([N+](=O)[O-])cc([N+](=O)[O-])c4)cc3)nc2c1	-3	-2	-2
84	CCNC(=O)N(CCN1CCCCC1)CC(=O)N(CCc1ccc(OC)c(OC)c1)Cc1ccc(C)o1	-4	-1	-3
85	C=C(C)CN(CC)C(=O)c1ccc(-c2ccc(Oc3ccccc3)cc2)s1	1	-2	3
86	O=C(CN1CCN(Cc2ccc(Br)cc2F)CC1)N1CCSCC1	nt	1	-7
87	CCN(CC)Cc1cnc2c(C(=O)N3CCc4sccc4C3)cnn2c1	nt	-7	30
88	O=C(NC(c1cccnc1)C(F)(F)F)c1cn(CCCc2ccccc2)nn1 (stereo unspecified)	-7	-5	5
89	CCOc1ccccc1/C=N\Nc1oc(C(C)C)nc1C#N	-1	-3	-7
90	CN(C)C(=O)C1CCN(C(=O)Nc2nnc(CC3CCCCC3)s2)CC1	-12	-9	0
91	c1ccc2c(c1)nc(NCC1CCCO1)c1nnnn12 (stereo unspecified)	nt	-12	13
92	Cc1cccc2sc(N(Cc3cccnc3)C(=O)c3ccc(C#N)cc3)nc12	-8	-3	-3
93	Cc1ccc(CN(Cc2ccco2)CC(O)COc2ccc(Cl)cc2)o1 (stereo unspecified)	-5	-10	40
94	CC(c1ccccc1)n1cnc2c(nnn2-c2cccc(F)c2)c1=O (stereo unspecified)	-6	-2	-4
95	CN(Cc1cc(-c2ccccc2)no1)Cc1cccc2nonc12	nt	0	2
96	CC1Oc2cc(Cl)ccc2N(c2ccccc2)C1=O (stereo unspecified)	nt	3	-7
97	Cc1cc(C(F)(F)F)cc(N(C)CCn2cc(C(=O)N3CCCCC3)nn2)n1	nt	-6	-1
98	O=C(NC(=C(Cl)Cl)S(=O)(=O)c1ccc(Br)cc1)c1ccccc1	nt	-2	-3
99	Cc1c2cccn2cc[n+]1CC(=O)c1ccccc1	nt	-1	-14
100	O=C(c1ccc(-c2ccc(F)c(F)c2)s1)N1CCc2ccccc2C1c1ccc(F)cc1 (stereo unspecified)	-9	-8	22
101	Cc1cccc(-n2c(-c3ccc(Cl)cc3)cc(C(=O)N3CCN(C(=O)CCC4CCCC4)CC3)c2C)c1	-4	-11	-6
102	CCCCCCC(=O)Nc1c(-c2ccc(C)cc2)nc2ccccn12	-6	-2	-5
103	CN(C)CCNC(=O)c1cc2n(n1)CCN(S(=O)(=O)c1ccccc1)C2	nt	-7	7
104	COc1ccc(S(=O)(=O)N2CCN(CC(OCc3cccc(C)c3)c3ccc(Cl)cc3)CC2)cc1 (stereo unspecified)	-5	-6	nt
105	Cc1ccc2ncc(C(=O)NCc3ccccc3)c(=O)n2c1	0	-1	-1
106	CCOC(=O)C(C#N)=Cc1cn(-c2ccccc2)nc1-c1ccc(F)cc1	-8	-7	-4
107	CCOC(=O)c1csc(CSc2nnc(C)n2-c2cccc(C)c2)n1	-4	-5	21
108	O=C(c1cncc(Br)c1)N1CCC(N2CCCC2)CC1	-10	-7	14
109	Cc1nc(N2CCN(C(=O)/C=C/c3ccccc3)CC2)cc(-n2cccn2)n1	-6	-6	-11
110	CCOC(=O)C1=C(O)/C(=C\c2cc(OC)c(O)c(OC)c2)SC1=Nc1ccccc1Cl	-3	-5	-3
